# anti-Giardia: anti-Giardia activity of synthetic compounds – Compounds Australia Scaffold Library subset, 24/48 h, primary screen (AID 1794835). inhibition, % at 10 µM. stronger effect = higher value. 2% of 2,500 active; in the data active = inhibition mostly above about 45%, no sharp cut-off; inactive = mostly below about 37%;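 note: 0% = parasite counts in DMSO vehicle wells; trophozoite growth inhibition read by imaging counts at 24 h; calls made by hand needing about 50% inhibition in two separate runs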
# * = called active by the depositor; i = inactive.
SMILES,anti-Giardia
COc1cc2c(cc1OC)[C@@H](C(=O)N(C)c1ccc(Cl)cc1)[C@@H]1CCCCN1C2=O,i
Cc1cccc(OCC(=O)N2CCN(Cc3nnsc3Cl)CC2)c1C,35.2
O=[N+]([O-])c1ccc(N2CCC(c3ncc[nH]3)CC2)c2ccncc12,88.1*
C1CNCC2CCCN2C1 (centres undefined),3.1

# Compounds shown so far containing four or more nitrogen atoms:
SMILES,anti-Giardia
Cc1cccc(OCC(=O)N2CCN(Cc3nnsc3Cl)CC2)c1C,35.2
O=[N+]([O-])c1ccc(N2CCC(c3ncc[nH]3)CC2)c2ccncc12,88.1*

# Screening data deposited in PubChem BioAssay by Institute for Biomedicine and Glycomics.

# This is a subset; rates above refer to the full screens.
